Screens from PubChem.
HP1b chromo inh: blocks HP1-beta chromodomain binding to methylated histone tails | AlphaScreen HP1-beta / biotin-H3K9me3 peptide binding | Potency, µM (highest dose often 114 µM), inactives show top-dose activity change, negative = inhibition, hits mostly inhibitors | 0.56% of 390,000 active; note: potency is the fitted concentration of half-maximal effect; nearly all actives have a fitted effect of over 70% in size; inactives centre near 23
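Compound inhibition of the preformed complex between 50 nM HP1-beta and 50 nM biotinylated H3K9me3 peptide was read by AlphaScreen. Buffer was PBS pH 7.4 with 0.01% Tween-20. Incubations ran 30 min at room temperature, with 10 ug/mL donor/acceptor beads.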
PI4K2A inh: blocks human PI4K2A kinase activity; purified PI4K2A, ADP-Glo luminescence, 1 h; hits give low values; activity change, negative = inhibition, % at 76.9 µM; 0.13% of 420,000 active; AID 1346378; in the data active = activity change below about -50%; inconclusive = mostly about -30% to -49%;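 note: -100% = wells without enzyme as full effect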
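ADP-Glo luminescence measured ADP generated by PI4K2A enzyme (4 ug/mL before mixing) with 1.2 mM PI substrate (pre-mix) and 300 microM ATP (pre-mix). Tris pH7.5 buffer with MgCl2, Triton X-100; 1 h reaction at ambient temperature.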
Tb PGK inh: inhibitors of T. brucei phosphoglycerate kinase; P07378; PGK/GAPDH coupled, Kinase-Glo luminescence, 60 min; Potency, µM (top dose mostly 57.5 µM), without a hit: top-dose activity change, negative = inhibition, hits mostly inhibitors; 0.043% of 380,000 active; AID 602233; note: potency is the fitted concentration of half-maximal effect; % is set by controls: 0 for no effect and ±100 for the full control effect; nearly all actives have a fitted effect of over 60% in size
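Luminescent ATP detection (Kinase-Glo Plus) follows a 60-minute room-temperature incubation, with wells lacking PGK as controls. Buffer: 100 mM TEA (pH 7.6), 5 mM MgCl2, 0.01% Tween-20. Coupling enzyme GAPDH (100 nM final) supplies unstable 1,3-BPG in-well.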
GLS inhibitor: inhibitors of human glutaminase (GLS); 0.21% of 410,000 active; Potency, µM (doses to about 45.5 µM), for the others: at the top dose activity change, negative = inhibition, usual class: inhibitors; O94925; GLS enzymatic activity, qHTS titration; note: potency is the fitted concentration of half-maximal effect; % is set by controls: 0 for no effect and ±100 for the full control effect
Target sequence (O94925 whole entry, looked up): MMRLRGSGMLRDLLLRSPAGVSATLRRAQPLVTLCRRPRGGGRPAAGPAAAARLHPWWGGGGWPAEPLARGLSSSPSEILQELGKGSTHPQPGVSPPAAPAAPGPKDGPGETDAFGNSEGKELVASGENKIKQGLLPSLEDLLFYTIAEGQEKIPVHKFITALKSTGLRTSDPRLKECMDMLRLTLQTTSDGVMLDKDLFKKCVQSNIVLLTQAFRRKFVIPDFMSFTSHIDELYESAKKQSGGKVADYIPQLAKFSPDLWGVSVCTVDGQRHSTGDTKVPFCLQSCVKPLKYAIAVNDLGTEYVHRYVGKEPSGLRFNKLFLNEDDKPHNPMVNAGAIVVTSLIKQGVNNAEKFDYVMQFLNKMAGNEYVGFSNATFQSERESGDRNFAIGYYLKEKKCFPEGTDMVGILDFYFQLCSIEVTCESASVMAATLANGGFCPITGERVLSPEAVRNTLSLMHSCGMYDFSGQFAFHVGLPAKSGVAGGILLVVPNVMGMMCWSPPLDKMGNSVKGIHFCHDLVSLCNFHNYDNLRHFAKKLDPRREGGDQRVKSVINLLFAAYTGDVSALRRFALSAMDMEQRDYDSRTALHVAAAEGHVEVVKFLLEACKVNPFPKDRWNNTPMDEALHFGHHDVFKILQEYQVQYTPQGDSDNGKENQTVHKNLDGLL
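hKGA in 45 mM KH2PO4 (pH 8.2), 0.02% Tween-20 with compound, then 1mM L-Glutamine (stock as added) plus glutamate oxidase/HRP/Amplex red coupling mix. Fluorescence read initially and after 30 min at RT; signal change reflects glutamate formation.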
JMJD2A Tudor: blocks the human JMJD2A Tudor domain; AlphaScreen JMJD2A-Tudor / H3K4me3 peptide binding; Potency, µM (doses to about 114 µM), for the others: at the top dose activity change, negative = inhibition, hits mostly inhibitors; 4.4% of 390,000 active; note: potency is the fitted concentration of half-maximal effect; % is set by controls: 0 for no effect and ±100 for the full control effect; nearly all actives have a fitted effect of over 50% in size
Pol eta inh: inhibitors of human DNA polymerase eta | Potency, µM (titrated, usually from 114 µM), for the others: top-dose activity change, negative = inhibition, usual class: inhibitors | recombinant Pol eta, fluorescent DNA replication assay | Q9Y253 | 1.2% of 390,000 active; note: potency is the fitted concentration of half-maximal effect; % is set by controls: 0 for no effect and ±100 for the full control effect
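Fluorescent replication assay: 50 nM final substrate added after a 15 min room-temperature compound preincubation with 10 nM enzyme. Signal taken at 0 min and again at 10 min.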
G9a inh: G9a (human) methyltransferase inhibition; Q96KQ7; G9a H3K9 monomethylation, AlphaScreen, 2 h; Potency, µM (series often up to 102 µM), inactives show top-dose activity, negative = inhibition, actives largely listed as inhibitors; 8.8% of 350,000 active; AID 504332; note: potency is the fitted concentration of half-maximal effect; % is set by controls: 0 for no effect and ±100 for the full control effect; nearly all actives have a fitted effect of over 75% in size
Target sequence (Q96KQ7 913-1193 limits assumed): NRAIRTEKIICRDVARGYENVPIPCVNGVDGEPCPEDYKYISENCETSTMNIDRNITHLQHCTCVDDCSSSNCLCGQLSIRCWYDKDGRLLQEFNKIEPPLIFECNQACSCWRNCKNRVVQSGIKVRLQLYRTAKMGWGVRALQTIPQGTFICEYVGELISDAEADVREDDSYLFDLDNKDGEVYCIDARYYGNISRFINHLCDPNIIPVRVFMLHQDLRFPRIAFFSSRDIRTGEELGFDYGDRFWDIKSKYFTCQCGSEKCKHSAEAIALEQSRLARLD
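Step 1: enzyme (final 20 nM) with compound, 15 min RT. Step 2: substrate peptide 500 nM and SAM 20 uM, 2 h RT. Step 3: anti-H3K9me1 antibody and AlphaScreen beads, 10 min, then plate read.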
BAZ2B block: blocks human BAZ2B; Q9UIF8; AlphaScreen BAZ2B-H3K14Ac peptide displacement; Potency, µM (top dose mostly 114 µM), for the others: at the top dose activity change, negative = inhibition, usual class: inhibitors; 4.4% of 360,000 active; AID 504333; note: potency is the fitted concentration of half-maximal effect; % is set by controls: 0 for no effect and ±100 for the full control effect; nearly all actives have a fitted effect of over 60% in size
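In this displacement format the biotinylated H3(5-23) peptide acetylated at Lys14 serves as ligand at 50 nM, with BAZ2B at 50 nM in PBS pH 7.4 containing 0.01% Tween-20. Donor and acceptor beads are 10 ug/mL final.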
Pin1 inh: human Pin1 inhibition. 0.009% of 390,000 active. Pin1 FP peptide displacement, HiFluor488, 10 min. AID 504891. Potency, µM (series often up to 115 µM), for the others: at the highest dose activity, negative = inhibition, usual class: inhibitors. Q13526; active = well fitted inhibition curve with a large enough effect in the polarisation, with a control signal flat, not every such curve was filed as active; inconclusive = small, poorly fitted or top-dose-only effect, or effect the other way, or a change in a side signal; inactive = no such curve, though single readings can be large or run the other way; the % refers to the polarisation; note: potency is the fitted concentration of half-maximal effect; % is set by controls: 0 for no effect and ±100 for the full control effect
Target sequence (Q13526 whole entry, looked up): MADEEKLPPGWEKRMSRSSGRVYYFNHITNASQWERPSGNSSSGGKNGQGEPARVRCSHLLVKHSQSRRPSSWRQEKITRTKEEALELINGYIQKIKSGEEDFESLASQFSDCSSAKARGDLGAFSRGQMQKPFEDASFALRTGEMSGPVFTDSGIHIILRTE
Starred values were filed as active, the others as inactive; i = inactive; ? = inconclusive; / = not tested or not shown; [ ] = dose if it differs, or a comment. Unless noted, calls come from the whole dose curve; as a rule, active = well fitted curve in the direction sought with a large enough effect; inconclusive = small, poorly fitted or top-dose-only effect, or another doubt; inactive = no such curve, though single readings can be large; an effect the other way counts as inactive or inconclusive.

Key to letters: A = HP1b chromo inh; B = PI4K2A inh; C = Tb PGK inh; D = GLS inhibitor; E = JMJD2A Tudor; F = Pol eta inh; G = G9a inh; H = BAZ2B block; I = Pin1 inh
O=C(CCn1c(=S)oc2ccccc21)Nc1ccc2c(c1)OCCO2
  A: 27%	B: 1	C: -8%	D: 1%	E: -2%	F: -2%	G: -24%[59 µM]	H: 9%	I: -3%

Cc1oc(/N=C/c2ccc(Cl)cc2Cl)c(C#N)c1C
  A: 22%	B: 9	C: -4%	D: 1%	E: -14%	F: -8%	G: 45µM*	H: -3%	I: ?

Cc1nc(N2CCc3ccccc3C2)[nH]c(=O)c1Cc1ccccc1
  A: 30%	B: 8	C: -4%	D: -2%	E: 3%	F: -13%	G: 5%	H: 8%	I: 0%

O=C1C(C=NCc2cccnc2)=C(O)c2ccccc21
  A: 17%	B: -2	C: 3%	D: 19%	E: -12%	F: -13%	G: -20%	H: -1%	I: -3%

COc1ccc(C(=O)NNC(=O)C(=O)Nc2cccc3ccccc23)cc1
  A: 16%	B: 3	C: i	D: 7%	E: -27%	F: -12%	G: 4%	H: 9%	I: 1%

COC(=O)Cc1c(C)nc2nc(Cc3ccccc3)[nH]n2c1=O
  A: 51%[activator]	B: -3	C: 5%	D: 2%	E: 1%	F: -22%	G: 7%[12.7 µM]	H: -6%	I: 5%

COc1cccc(CN(CC(=O)NCc2ccccc2)S(=O)(=O)CCl)c1
  A: 11%	B: 6	C: -5%	D: -6%	E: -2%	F: -21%	G: -6%[2.33 µM]	H: 11%	I: 1%

COc1cccc(C(=O)N(Cc2ccc3c(c2)OCO3)Cc2nc3ccccc3c(=O)[nH]2)c1
  A: 30%	B: 8	C: -7%	D: -1%	E: -16%	F: 9%	G: 3%	H: -33%	I: 1%

Cc1cccc(NC(=O)CN2C(=O)C(c3ccccc3)=NC23CCC(C)CC3)c1 (stereo not given)
  A: 26%	B: -1	C: /	D: 2%	E: -9%	F: /	G: 5%[59 µM]	H: -1%	I: 65%[activator]

Cc1cc(C)c(C)c(SCC(=O)Nc2oc(C)c3c(C)n[nH]c(=O)c23)c1C
  A: 12%	B: 4	C: -5%	D: -3%	E: -21%	F: -1%	G: 4µM*	H: 4%	I: 1%

N#Cc1ccccc1NC1=CC(=O)CCC1
  A: 19%	B: 1	C: i	D: 0%	E: -4%	F: 6%	G: 5%[59 µM]	H: 10%	I: -14%

CCOc1ccc(S(=O)(=O)Nc2cccc(C(=O)NCC3CCCO3)c2)cc1 (stereo not given)
  A: 12%	B: -2	C: 4%	D: 4%	E: -13%	F: -10%	G: 12%[0.501 µM]	H: -4%	I: -3%

O=C(O)CC1NCCc2ccccc21 (stereo not given)
  A: 13%	B: -2	C: -1%	D: -2%	E: -8%[11.4 µM]	F: 18%	G: -33%[59 µM]	H: -12%	I: -4%

CCCN1CCN(C(=O)C2CCN(c3nnc(C)c4c(C)n(-c5ccc(C)cc5)nc34)CC2)CC1
  A: 18%	B: -5	C: 0%	D: 14%	E: -10%	F: 0%	G: /	H: -19%	I: ?

Cc1ccc(NC(=O)[C@@]2(CC(=O)O)CC(/C=C/c3ccccc3)=NO2)c(C)c1
  A: 34%	B: -2	C: 1%	D: 1%	E: -7%	F: -7%	G: 13%	H: 7%	I: -8%

C=CCOc1ccc(C2/C(=C(/O)c3ccc(OC)cc3)C(=O)C(=O)N2CCN2CCNCC2)cc1 (stereo not given)
  A: 32%	B: 4	C: -7%	D: -1%	E: -16%	F: -18%	G: -3%	H: -12%	I: 0%

COc1ccc(-c2csc(NC(=S)NC(=O)/C=C/c3ccco3)n2)cc1Br
  A: 25%	B: -3	C: -8%	D: 0%	E: -5%	F: 10%	G: 5%	H: -4%	I: 21%

N#Cc1c(-c2ccccc2)nc2n(-c3ccccc3)nc(C(=O)Nc3ccccc3)n2c1=O
  A: 20%	B: 0	C: -8%	D: -3%	E: -11%	F: -14%	G: -7%[12.7 µM]	H: -6%	I: 23%

CCCCCn1c(Br)nc2c1c(=O)n(CC(N)=O)c(=O)n2C
  A: 48%[activator]	B: -3	C: -9%	D: -5%	E: -9%	F: -17%	G: 5%[59 µM]	H: 3%	I: -2%

COc1ccccc1CNc1nc(-c2ccco2)nn1C(=O)c1cc(OC)c(OC)c(OC)c1
  A: 11%	B: 6	C: -7%	D: -7%	E: -24%	F: -19%	G: ?	H: -38%	I: 8%

Cc1ccc(C2=C(CC(=O)O)C(=O)CC2)cc1
  A: 30%	B: -5	C: i	D: -1%	E: -1%	F: -16%	G: 5%[59 µM]	H: 3%	I: 4%

Cc1cc(C)nc(SCC(=O)NC2=NC(=O)C(C)S2)n1 (stereo not given)
  A: -5%	B: -10	C: /	D: 13%	E: ?	F: 4%	G: 18µM*	H: 11%	I: -9%

COc1cc(/C=C/C(=O)OCC(=O)NCc2ccc(F)cc2)ccc1O
  A: -18%	B: -8	C: -3%	D: 15%	E: -22%	F: -12%	G: /	H: /	I: 0%

CC(=O)N1CCN(CCN=CC2=C(O)CC(c3cccs3)CC2=O)CC1 (stereo not given)
  A: 40%[activator]	B: -2	C: 0%	D: 0%	E: -1%	F: -2%	G: 50µM*	H: 9%	I: -1%

O=C(Nc1ccccc1-c1ccccc1NC(=O)c1ccco1)c1ccco1
  A: 19%	B: -5	C: 4%	D: 0%	E: 7%	F: -10%	G: -3%[59 µM]	H: 0%	I: 0%

Ordered by the number under GLS inhibitor (low to high): three of the compounds above
mol,GLS inhibitor
Cc1nc(N2CCc3ccccc3C2)[nH]c(=O)c1Cc1ccccc1,-2%
N#Cc1ccccc1NC1=CC(=O)CCC1,0%
CCCN1CCN(C(=O)C2CCN(c3nnc(C)c4c(C)n(-c5ccc(C)cc5)nc34)CC2)CC1,14%

The list goes on.
Key to letters: A = HP1b chromo inh; B = PI4K2A inh; C = Tb PGK inh; D = GLS inhibitor; E = JMJD2A Tudor; F = Pol eta inh; G = G9a inh; H = BAZ2B block; I = Pin1 inh
CN(CCCN1CCOCC1)C(=O)c1cc(COc2cccc(C(F)(F)F)c2)on1
  A: 28%	B: -3	C: -3%	D: -12%	E: -12%	F: -15%	G: /	H: -3%	I: 1%

O=C(COC(=O)Cn1cnc2ccccc21)NCCCc1ccccc1
  A: 39%[activator]	B: -2	C: 10%	D: 4%	E: -13%	F: -21%	G: -7%[59 µM]	H: -39%	I: -2%

Cc1cc(C)n(CC(=O)NCCC2=CCCCC2)n1
  A: 20%	B: 5	C: -2%	D: 1%	E: 1%	F: -16%	G: -4%	H: -3%	I: -3%

COc1ccc(-c2ccc(S(=O)(=O)N3CCCC3)cc2)cc1
  A: 40%[activator]	B: 0	C: i	D: -15%	E: 3%	F: -17%	G: 0%	H: -6%	I: 2%

O=C(O)C1=C2C(=O)Nc3cccc(c32)C2(C1)C(=O)Nc1ccccc12 (stereo not given)
  A: /	B: -1	C: i	D: ?	E: /	F: -17%	G: /	H: /	I: /

Cc1[nH]c2ccccc2c1/C=C(\C#N)C(=O)NCC1CCCO1 (stereo not given)
  A: 12%	B: -2	C: -5%	D: -6%	E: -16%	F: -21%	G: -21%	H: -24%	I: -1%

CC(Oc1cc(Cl)ccc1Cl)C(=O)N/N=C\c1ccnn1C (stereo not given)
  A: 18%	B: 6	C: i	D: -7%	E: -4%	F: -15%	G: 11%[59 µM]	H: 10%	I: -2%

COc1cccc(NC(=O)Cn2c(CCC(=O)O)ccc2-c2ccc(C)cc2)c1
  A: 13%	B: -1	C: -11%	D: 19%	E: -18%	F: -4%	G: ?	H: -14%	I: -8%

COc1ccc(OC)c(-c2nn(-c3ccccc3)cc2C(=O)NC2(C)CCS(=O)(=O)C2)c1 (stereo not given)
  A: /	B: -1	C: -1%	D: 0%	E: /	F: -13%	G: /	H: /	I: /

CCOc1ccc(NC(=O)Cc2csc(COc3cccc(C)c3)n2)cc1
  A: 31%[activator]	B: -1	C: -6%	D: 2%	E: -6%	F: -18%	G: 0%[59 µM]	H: -6%	I: 4%

COc1ccccc1N(CC(=O)NCc1ccc(F)cc1)C(=O)CCC(=O)Nc1ccccn1
  A: 28%	B: -1	C: i	D: 5%	E: -24%	F: -5%	G: 18%[0.501 µM]	H: -1%	I: 10%

O=C(CSc1nnc(-c2ccccc2)o1)NC1CC1
  A: 8%	B: 0	C: -4%	D: 5%	E: -10%	F: 9%	G: -5%[0.501 µM]	H: -2%	I: 0%

C=C(C)C(=O)Nc1cccc(C2=NOC3(C2)C[C@@H](C(N)=O)N(C(=O)CC(c2ccccc2)c2ccccc2)C3)c1 (stereo not given in full)
  A: 20µM*	B: -5	C: 8.9µM*	D: 11µM*	E: 20µM*	F: 4µM*	G: ?	H: 13µM*	I: -5%

Cn1c(COc2ccc(Cl)cc2)nc2ccccc2c1=O
  A: -11%	B: -11	C: 0%	D: 14%	E: 28µM*	F: -11%	G: -15%[59 µM]	H: 50µM*	I: 0%

CCC(C)(C)NC(=O)CN(C(=O)CCC(=O)Nc1cc(C)ccn1)c1ccc2c(c1)OCO2
  A: 29%	B: -5	C: -9%	D: 7%	E: -10%	F: -10%	G: -9%[59 µM]	H: -11%	I: 9%

COc1cc(C=NNC(=O)Cn2nc(C)cc2C)ccc1OC(=O)C1CC1
  A: 30%	B: 9	C: -4%	D: 0%	E: 3%	F: -17%	G: /	H: /	I: -1%

Cc1ccc(Sc2c(C)nn(C(=O)c3ccc(Br)cc3)c2C)cc1
  A: 129%[activator]	B: -4	C: 6%	D: -2%	E: 112%[activator]	F: -16%	G: 82%[activator][59 µM]	H: 123%[activator]	I: -3%

COc1ccc(-c2nn(Cc3ccccc3)cc2C(=O)N2CCN(c3ncccn3)CC2)cc1
  A: 22%	B: -2	C: -1%	D: 2%	E: -9%	F: -10%	G: ?	H: 7%	I: -3%

A portion of the library (hit frequency here may not be typical).
